KCNK3 inh: human KCNK3 channel inhibition, primary screen. CHO-KCNK3 thallium flux, FluxOR fluorescence; hits give low values. B-score at 10 µM. 340,000 compounds, 0.84% hits;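 active = B-score under library mean minus 4 SD, starting fluorescence ratio at most library mean plus 5 SD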;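 note: more negative B-score means stronger inhibition of thallium flux through KCNK3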
hERG protect: shields human hERG channel from block by proarrhythmic agents; Q12809; CHO-hERG, FluxOR thallium flux, dofetilide IC70 present; activation (rescue from dofetilide block), less the hit threshold, % at 10 µM; 310,000 compounds, 0.51% hits; AID 1511;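 active = activation above the mean of controls blocked by dofetilide plus 5 SD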;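 note: thallium influx through hERG after potassium depolarization seen as dye fluorescence rise; in these data hits start at about 4.7%; inactives centre near -7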
Target sequence (Q12809 whole entry, looked up): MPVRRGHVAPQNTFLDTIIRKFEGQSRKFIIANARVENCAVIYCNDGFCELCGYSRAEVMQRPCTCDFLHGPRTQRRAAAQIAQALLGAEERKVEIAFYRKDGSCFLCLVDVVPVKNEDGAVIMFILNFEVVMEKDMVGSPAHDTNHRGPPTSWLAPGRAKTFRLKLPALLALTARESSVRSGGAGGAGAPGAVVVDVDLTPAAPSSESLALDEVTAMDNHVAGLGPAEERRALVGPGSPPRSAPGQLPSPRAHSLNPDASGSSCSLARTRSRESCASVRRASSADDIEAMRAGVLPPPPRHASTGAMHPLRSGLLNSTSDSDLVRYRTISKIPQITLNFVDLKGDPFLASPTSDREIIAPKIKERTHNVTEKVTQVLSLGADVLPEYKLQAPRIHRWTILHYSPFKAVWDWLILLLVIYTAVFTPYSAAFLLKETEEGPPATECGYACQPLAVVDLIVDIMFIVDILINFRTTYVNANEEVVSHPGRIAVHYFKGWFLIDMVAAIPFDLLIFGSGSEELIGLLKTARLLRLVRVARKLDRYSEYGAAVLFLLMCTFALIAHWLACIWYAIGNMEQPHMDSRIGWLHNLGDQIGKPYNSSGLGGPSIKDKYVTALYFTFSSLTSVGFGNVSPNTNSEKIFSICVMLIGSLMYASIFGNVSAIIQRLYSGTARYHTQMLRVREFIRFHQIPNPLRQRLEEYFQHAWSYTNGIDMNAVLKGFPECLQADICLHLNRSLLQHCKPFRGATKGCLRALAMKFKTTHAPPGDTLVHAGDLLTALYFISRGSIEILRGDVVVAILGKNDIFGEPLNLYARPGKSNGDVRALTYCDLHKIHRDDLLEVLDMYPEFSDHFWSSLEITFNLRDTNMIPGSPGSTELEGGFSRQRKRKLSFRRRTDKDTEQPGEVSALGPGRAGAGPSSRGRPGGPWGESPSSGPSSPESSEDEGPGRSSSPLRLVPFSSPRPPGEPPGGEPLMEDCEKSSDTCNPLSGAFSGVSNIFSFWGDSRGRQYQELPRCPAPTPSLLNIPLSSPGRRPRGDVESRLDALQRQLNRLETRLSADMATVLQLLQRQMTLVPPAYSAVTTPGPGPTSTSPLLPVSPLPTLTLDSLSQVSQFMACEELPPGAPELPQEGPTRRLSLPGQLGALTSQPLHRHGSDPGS
Dyrk1A ADPGlo: Dyrk1A (rat) kinase inhibition; Q63470; 310,000 compounds, 0.43% hits; AID 504441; ADP-Glo luminescence, NFATc1 peptide; inhibition, % at 12.5 µM; in the data active = inhibition above about 50%;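 note: plate controls were vehicle with enzyme for no effect and no enzyme for full effect; many of its hits are not listed in these tables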
ANO1 block: blocks the mouse calcium-activated chloride channel TMEM16A; HEK293 TMEM16A/YFP iodide influx fluorescence, ionomycin; normalized B-score (activity score, 25-100; higher = stronger inhibition) at 10 µM; 310,000 compounds, 1.2% hits;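 active = ratio plate-corrected score three or more library SD toward inhibition, starting fluorescence score within five deviations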;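 note: score derived from kinetic fluorescence span divided by baseline fluorescence per well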
ANO1 activ: mouse TMEM16A channel activation, primary screen; Q8BHY3; HEK293 TMEM16A/YFP-H148Q/I152L, iodide quench fluorescence; hits give low values; B-score at 10 µM; 340,000 compounds, 0.3% hits; AID 623877;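 active = fluorescence-ratio B-score plate-corrected deviation score at least 3 library SD below zero, with starting fluorescence score within 5 deviations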;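 note: channel opened by trigger with iodide after compound preincubation; score built on the fluorescence ratio of max minus min over baseline; more negative score means more quench and so TMEM16A activation or potentiation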
KCNK9 block: human KCNK9 channel inhibition; AID 488922; HEK293 KCNK9, FluxOR thallium flux fluorescence; hits give low values; B-score at 10 µM; 310,000 compounds, 1.2% hits;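 active = ratio B-score over 3 SD below the library mean, with starting fluorescence within 5 SD of its mean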;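 note: negative B-score means less thallium flux so channel inhibition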
KCNQ1 inh: blocks the human KCNQ1 potassium channel; CHO-K1 KCNQ1, FluxOR thallium flux fluorescence; hits give high values; B-score at 10 µM; 310,000 compounds, 1.3% hits;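 active = compounds whose thallium flux B-score, printed positive for inhibition, exceeds three library SD while starting fluorescence stays within three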;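 note: channel opened by potassium depolarization with thallium stimulus after 20 min compound exposure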
HDAC3 inh: blocks human histone deacetylase 3; O15379; recombinant HDAC3, fluorogenic peptide/trypsin coupled, fluorescence; inhibition, % at 8.3 µM; 320,000 compounds, 0.15% hits; AID 2718; in the data active = inhibition above about 26%, passing the limit was not always enough
TRPC4 potent: TRPC4 (mouse) allosteric potentiation; Q9QUQ5; HEK293 TRPC4beta/mu-opioid, DAMGO EC20, Fluo-4 Ca2+ flux; hits give high values; B-score at 10 µM; 310,000 compounds, 0.42% hits; AID 2227;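 active = B-score of calcium response area above 5 SD of library B-scores, with initial fluorescence ratio within 5 SD of library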;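 note: B-score of integrated fluorescence ratio over time as area under calcium response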
TRPC4 act: opens the mouse TRPC4 cation channel; Q9QUQ5; HEK293 TRPC4beta/mu-opioid, Fluo4 calcium fluorescence; hits give high values; B-score at 10 µM; 310,000 compounds, 0.49% hits; AID 2237;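 active = B-score above 5 SD of library B-scores, and initial fluorescence ratio not above library mean plus 5 SD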;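 note: positive B-score marks a calcium rise read as TRPC4 activation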
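Technique: kinetic Fluo4 calcium fluorescence; Test system: TRPC4beta and mu-opioid receptor HEK293 stable cells; Measure: B-scored integrated calcium fluorescence ratio; Benchmarks: low control buffer alone, high control maximal DAMGO; Schedule: 45 min room-temperature Fluo4 loading, 110 s read.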
KCNQ1 act: potentiators or activators of human KCNQ1 potassium channel; P51787; B-score at 10 µM; 310,000 compounds, 0.35% hits; AID 2648; CHO-K1 KCNQ1, thallium flux FluxOR fluorescence; hits give high values;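 active = fluorescence ratio B-score, a plate-corrected score, at least three library SD, with initial intensity B-score within 5 SD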
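Test system: CHO-K1 cells stably expressing KCNQ1 / Medium: assay buffer / Also added: depolarizing K+/Tl+ stimulus, K2SO4 and Tl2SO4 each 12.5 mM in 5x stock / Incubation: 90 min dye loading and 20 min compound exposure, both at room temperature / Signal: thallium influx via FluxOR fluorescence, kinetic imaging / Evaluation: B score of baseline-normalized fluorescence ratio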
* hit, by the source's call; i = inactive; x = not tested or not shown; & = joins results of further samples. The list is partial; count on the stated rates, not on these rows.

Compound,Dyrk1A ADPGlo,KCNK9 block,ANO1 activ,KCNQ1 inh,TRPC4 act,ANO1 block,TRPC4 potent,hERG protect,KCNK3 inh,KCNQ1 act,HDAC3 inh
COc1ccc(OC(C)C(=O)N2CCCc3ccccc32)cc1 (stereo not drawn),1.9,i,i,i,i,i,i,-5.0,i,i,-4.8
CCn1cc(C(=O)NCc2ccccc2Cl)cn1,4.2,i,i,i,i,i,i,-5.0,i,i,-2.2
COc1ccc(CSc2nc(C)cc(=O)[nH]2)cc1Br,0.1,i,i,i,i,i,i,-8.7,i,i,-6.8
c1n[nH]c(NC2=NCCC2)n1,2.0,i,i,i,i,i,i,-12.8,i,i,-3.1
O=C1CN(C(=O)c2ccccc2C(=O)O)c2ccccc2N1,-2.2,i,i,i,i,i,i,2.5,i,i,-2.2
CCc1cc(=O)oc2c(C)c(OCC(=O)N3CCC[C@@H]3C(=O)O)ccc12,10.4,i,i,i,i,i,i,-2.4,i,i,-8.2
O=C(NCCNC(=O)c1cc(Cl)ccc1Cl)c1ccccn1,-5.1,i,i,i,i,i,i,-1.7,i,i,3.6
NC(=O)C1CCN(C(c2ccccc2Cl)c2nnnn2CC2CCCO2)CC1 (stereo not drawn),2.5,i,i,i,i,i,i,0.1,i,i,-3.4
O=C(CNC(=O)N1CC(=O)Nc2ccccc21)NCCc1cccc(F)c1,1.9,i,i,i,i,i,i,-4.4,i,i,-1.7
CCN(C(=O)c1ccc(Cl)cc1[N+](=O)[O-])c1ccccc1C,-4.1,i,i,i,i,i,i,-9.5,i,i,-0.7
CCCN1CCN(C(=O)c2ccc(CS(=O)c3ccc(Cl)cc3)o2)CC1 (stereo not drawn),x,i,i,i,i,i,i,-5.5,i,i,2.1
COC(=O)CSc1nc(SCc2ccccc2Cl)nc2c1CCCC2,-3.8,i,i,i,i,i,i,-4.3,i,i,-5.2
COc1cccc(NC(=O)N2CCN(c3nnnn3-c3ccccc3)CC2)c1,-1.1,i,i,i,i,i,i,-2.0,i,i,-4.1
COc1ccc(C(=O)CSc2nc3ccc([N+](=O)[O-])cc3[nH]2)cc1,-0.6,i,i,i,i,i,i,-29.6,i,i,5.6
COC(=O)c1cc(NC(=O)CC2NCCNC2=O)cc(C(=O)OC)c1 (stereo not drawn),6.1,i,i,i,i,i,i,-4.8,i,i,-7.7
Cc1cc(Nc2nc3ccccc3nc2Cl)n(-c2ccccc2C)n1,10.8,i,i,i,i,i,i,-2.1,i,i,6.6
COc1cc(CCCN2C(=O)C(=O)NC[C@@H]2CCCCN)cc(OC)c1OC,-10.7,i,i,i,i,i,i,-6.3,i,i,-4.8
CCCCC1(C(=O)OCC)CC(CN2CCOCC2)OC1=O (stereo not drawn),-0.6,i,i,i,i,i,i,-10.3,i,i,0.2
COc1cc(C(=O)N2CCN(S(=O)(=O)c3cccc(F)c3)CC2)ccc1OCC(=O)N1CCOCC1,4.5,i,i,i,i,i,i,-1.8,i,i,x
c1ccc(CNc2c3c(nc4ncnn24)CCC3)cc1,-7.9,i,i,i,i,i,i,-11.4,i,i,2.4
CN(C)C(CNC(=S)Nc1ccccc1)c1cccnc1 (stereo not drawn),-2.4,i,i,i,75*,i,i,-3.1,i,i,7.0
Cc1ccc(CSc2nc3ccccc3c(=O)n2Cc2ccco2)cc1,8.3,-17.7*,i,i,i,i,i,-8.9,-8.93*,i,10.4
Cc1ccc(CN(c2ccc(C(=O)NCc3cccnc3)cc2)S(C)(=O)=O)cc1,3.3,i,i,i,i,i,i,-7.3,i,i,0.2
Cc1ccc(OCCOc2ccc(Br)cc2)c([N+](=O)[O-])n1,1.9,i,i,i,i,i,i,-6.1,i,i,1.8
C=CCSc1nc(=O)n2ccc(C)cc2n1,-0.2,i,i,i,i,i,i,-8.0,i,i,13.5
CC(C)CNC(=O)CO/N=C/c1ccccc1Cl,-8.6,i,i,i,i,i,i,-12.2,i,i,-0.3
CC(C)(C)NC(=O)C(c1ccccc1)N(Cc1cccs1)C(=O)c1csnn1 (stereo not drawn),-2.0,i,i,i,i,i,i,-12.7,i,i,-5.3
O=C1CC(c2ccccc2Cl)Cc2c1cnn2-c1nc2ccccc2s1 (stereo not drawn),x,i,x,i,i,i,i,-3.5,x,i,-5.3
Clc1ccc(-c2ccc(/C=N/Nc3nncc(-c4ccccc4)n3)o2)cc1,-4.0,i,i,i,i,i,i,-14.0,i,i,0.0
COC(=O)c1c(NC(C)=O)sc2c1CCCCC2,2.5,i,i,i,i,i,i,-5.9,i,i,-0.2
COc1ccc(C(O)P(=O)(OC(C)C)OC(C)C)c(OC)c1 (stereo not drawn),-0.4,i,i,i,i,i,i,-9.5,i,i,-4.5
COc1cccc(C(=O)Nc2c(F)cccc2F)c1,27.7,i,i,i,i,i,i,-27.2,i,i,-1.2
Cc1onc(-c2ccccc2)c1C(=O)OCCOc1cccc(Cl)c1,5.2,i,i,7*,i,i,i,-9.4,-14.2*,i,13.6
COc1ccc(CNC(=O)CN(C(=O)CCC(=O)Nc2nccs2)c2cccc(C)c2)cc1,-6.5,i,i,i,i,i,i,-3.3,i,i,-4.6
COc1ccccc1N(C(=O)CNS(=O)(=O)c1ccccc1)C(C(=O)NCc1ccco1)C(C)C (stereo not drawn),-0.8,i,i,i,i,x,i,-4.2,i,i,x
CC1=C(C(N)=O)C(c2cccnc2)n2nc(SCc3ccccc3Cl)nc2N1 (stereo not drawn),-3.3,i,i,i,i,i,i,-8.7,i,i,-1.9
Cc1cc(C)n2nc(C(=O)N/N=C/c3ccc(O)cc3)nc2n1,2.9,i,i,i,i,i,i,-12.6,i,i,-3.2
O=C(O)COCC(=O)N1CCCN(c2nccc(C(F)(F)F)n2)CC1,1.5,i,i,i,i,i,i,-7.5,i,i,-6.6
COC(=O)c1ccc2nc(-c3cccc(N)c3)cn2c1,x,i,i,i,i,i,i,-13.1,i,i,-5.5
O=C(CCCCCN1C(=O)CCC1=O)Nc1ccc(Cl)c(C(F)(F)F)c1,-5.5,i,i,i,i,i,i,-15.5,i,i,11.9
Cc1cc(OCCCn2ccnc2)cc(C)c1Cl,-9.0,i,i,i,104*,i,i,-17.1,i,i,-1.3
COc1ccc(NC(=O)Nc2ccc(CC(=O)O)cc2)cc1,-1.6,i,i,i,i,i,i,2.0,i,i,10.3
O=C(CN1CCSCC1)N/N=C/c1cccc(Cl)c1,0.5,i,i,i,i,i,i,-24.2,i,i,1.5
Cn1ccnc1SCC(=O)Nc1ccc2ccccc2c1,18.4,i,i,i,i,i,i,-1.4,i,i,-5.4
Cc1c(Nc2nc3ccccc3n3cnnc23)cccc1[N+](=O)[O-],9.7,i,i,i,i,i,i,-3.1,i,i,-3.8
CC(NC(=O)Nc1ccccc1)C(c1cccs1)N1CCN(c2ccccc2)CC1 (stereo not drawn),0.1,x,i,x,x,i,x,x,i,x,8.5
CCCCn1c(N)c(N(CCOC)C(=O)CSCc2c(C)noc2C)c(=O)[nH]c1=O,-9.6,i,i,i,i,i,i,-6.0,i,i,-9.7
Cc1cccnc1NC(=O)CCNS(=O)(=O)c1ccc2c(c1)c(=O)n(C)c(=O)n2C,6.3,i,i,i,i,i,i,-16.8,i,i,1.7
CCC(=O)c1cc(-c2nc3ccccc3n2C)n(C)c1,0.5,i,i,i,i,i,i,-2.6,i,i,-6.0
Cc1cc(=O)oc2cc(OCC(=O)Nc3nnc(C4CC4)s3)ccc12,2.6,i,i,i,i,i,i,-11.4,i,i,-0.6
COc1ccc2c(c1)C1CC(C)(NC(=O)C1S(=O)(=O)c1ccc(F)cc1)O2 (stereo not drawn),-1.7,i,i,i,i,i,i,-11.8,i,i,2.3
COc1cccc(NC(=O)CN(C)S(=O)(=O)c2ccc3c(c2)CCC(=O)N3)c1,3.6,i,i,i,i,i,i,-6.2,i,i,-5.3
Cc1ccccc1Nc1ncnc2c1cnn2-c1ccccc1,6.6,-9.46*,i,i,i,i,i,-11.4,i,i,-14.3
COc1cccc(C(=O)Nc2ncc3c(n2)CC(c2ccc(OC)cc2OC)CC3=O)c1 (stereo not drawn),-5.0,i,i,i,i,i,i,-7.3,i,i,1.9
CCOC(=O)c1cnc2ccccc2c1Nc1cc(C(=O)O)ccc1C,-4.2,i,i,i,i,i,i,-4.9,i,i,-8.4
CCSc1ccccc1C(=O)Nc1ccc2c(c1)OCO2,4.8,i,i,i,i,i,i,-1.9,i,i,x
CC(C(=O)O)N1c2cccc3cccc(c23)S1(=O)=O (stereo not drawn),-1.4,i,i,i,i,i,i,-3.4,i,i,-3.5
COCCN1C(=O)C(CC(=O)Nc2ccc(C(C)=O)cc2)SC1=Nc1ccccc1 (stereo not drawn),1.4&5.8,i,i,i,i,i,i,-21.4,i,i,-12.9
Cc1cc(CNC(=S)Nc2ccc(Br)cc2Cl)nn1C,-2.3,i,i,i,i,i,i,-0.9,i,i,3.4
COc1cc(C#N)c(NC(=S)N2CCOCC2)cc1OC,x,i,x,i,i,i,i,-7.2,x,i,2.4

New compounds follow.
Compound,Dyrk1A ADPGlo,KCNK9 block,ANO1 activ,KCNQ1 inh,TRPC4 act,ANO1 block,TRPC4 potent,hERG protect,KCNK3 inh,KCNQ1 act,HDAC3 inh
CCOc1ccccc1NC(=O)CCc1nnc2ccc(NCc3ccco3)nn12,-5.0,i,i,i,i,i,i,-11.2,i,i,-9.9
COCCCNC(=O)c1ccccc1-c1cc(C)no1,x,i,i,i,i,i,i,-6.4,i,i,0.4
Cc1cc(C)n(-c2nc3c(c(=O)[nH]c(=O)n3C)n2Cc2cccc(Br)c2)n1,-4.4,i,i,i,i,i,i,-7.7,i,i,6.8
OC(CNC1CCCC1)COc1ccc(Cl)cc1 (stereo not drawn),1.9,i,i,i,i,i,i,-6.4,i,i,-15.0
O=C(NCCOc1ccccc1F)C1CCC(=O)N(CCc2cccc(F)c2)C1 (stereo not drawn),-0.2,i,i,i,i,i,i,-10.1,i,i,7.5
COc1ccc(/C=N/NC(=O)c2sc3nc(C)cc(C)c3c2N)cc1,x,i,i,i,i,i,i,-9.2,i,i,-5.3
O=C(Cc1cccc2ccccc12)N/N=C/c1ccc(Sc2nc3ccccc3s2)o1,5.3,i,i,i,i,i,i,-4.4,i,i,6.3
CCOc1cccc(NC(=O)/C(C#N)=C/c2cccnc2)c1,x,i,i,i,i,i,i,-16.4,i,i,1.8
COC(=O)CN(C)C(=O)c1cccc(OC2CCN(S(=O)(=O)N(C)C)CC2)c1,-4.9,i,i,i,i,i,i,-4.6,i,i,5.2
COc1ccc(C(=O)c2ccc(CC(=O)O)s2)cc1,1.5,i,i,i,i,i,i,-3.4,i,i,9.0
